KCNK3 block: human KCNK3 channel inhibition, primary screen. O14649. CHO-KCNK3 thallium flux, FluxOR fluorescence; active compounds read low. B-score at 10 µM. 340,000 compounds, 0.84% hits. AID 602410;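 active = B-score under library mean minus 4 SD, starting fluorescence ratio at most library mean plus 5 SD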;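 also: more negative B-score means stronger inhibition of thallium flux through KCNK3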
RGS4 act: RGS4 potentiation or activation | HEK293 M3R/inducible RGS4, carbachol calcium flux Fluo4; active compounds read low | B-score at 10 µM | 310,000 compounds, 0.92% hits;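 active = B-score of the integrated calcium signal more than 4 SD below the library mean, with starting fluorescence not abnormally high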;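 also: negative B-score means reduced calcium response which marks RGS4 activation or potentiation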
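test system = HEK293 cells with stable M3R and inducible RGS4 | schedule = recording 10 s baseline at 1 Hz, 100 s post-agonist | technique = Fluo4-AM (2 µM) calcium-flux fluorescence, kinetic read | measure = Agonist-evoked peak-minus-minimum fluorescence over baseline, integrated ratio, B score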
SKKanGAS inh: inhibitors of SKKanGAS S. pyogenes growth in kanamycin (SK-promoter or general growth effect). BacTiter-Glo, 6 h. inhibition, % at 7.5 µM. 300,000 compounds, 1.3% hits;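 active = mean replicate score, as percent of positive control median, at least 50; inconclusive = mean below 50 but one replicate at or above 50; inactive = mean and every replicate below 50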;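 also: strain carries kanamycin resistance gene driven by streptokinase promoter and grows in 40 µg/ml kanamycin; loss of luminescence reflects streptokinase promoter inhibition or plain growth inhibition; 0% = median of DMSO wells and 100% = positive control at its reference dose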
ANO1 block: inhibitors of mouse TMEM16A calcium-activated chloride channel; HEK293 TMEM16A/YFP iodide influx fluorescence, ionomycin; normalized B-score (activity score, 25-100; higher = stronger inhibition) at 10 µM; 310,000 compounds, 1.2% hits; AID 588511;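 active = ratio plate-corrected score three or more library SD toward inhibition, starting fluorescence score within five deviations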;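 also: score derived from kinetic fluorescence span divided by baseline fluorescence per well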
hERG rescue: compounds protecting human hERG from proarrhythmic drug block. 310,000 compounds, 0.51% hits. Q12809. activation (rescue from dofetilide block), less the hit threshold, % at 10 µM. CHO-hERG, FluxOR thallium flux, dofetilide IC70 present;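 active = activation above the mean of controls blocked by dofetilide plus 5 SD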;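 also: thallium influx through hERG after potassium depolarization seen as dye fluorescence rise; in these data hits start at about 4.7%; inactives centre near -7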
RGS4 block: human RGS4 inhibition; HEK293 M3R/RGS4 inducible, Fluo-4 calcium flux; active compounds read high; triggered by carbachol at its EC20; 310,000 compounds, 0.45% hits; B-score at 10 µM;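 active = B-score, a plate-corrected calcium signal, over three deviations above library mean, with baseline fluorescence within five deviations of library mean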;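 also: RGS4 expression induced by doxycycline in cells with stable M3 receptor; B-score is computed from the integrated fluorescence ratio over baseline after carbachol; higher B-score means a larger calcium signal and so more RGS4 inhibition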
KCNK9 block: inhibitors of human KCNK9 two-pore domain potassium channel; Q9NPC2; HEK293 KCNK9, FluxOR thallium flux fluorescence; active compounds read low; B-score at 10 µM; 310,000 compounds, 1.2% hits; AID 488922;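 active = ratio B-score over 3 SD below the library mean, with starting fluorescence within 5 SD of its mean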;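 also: negative B-score means less thallium flux so channel inhibition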
Target sequence (Q9NPC2 whole entry, looked up, the tested form may be a part): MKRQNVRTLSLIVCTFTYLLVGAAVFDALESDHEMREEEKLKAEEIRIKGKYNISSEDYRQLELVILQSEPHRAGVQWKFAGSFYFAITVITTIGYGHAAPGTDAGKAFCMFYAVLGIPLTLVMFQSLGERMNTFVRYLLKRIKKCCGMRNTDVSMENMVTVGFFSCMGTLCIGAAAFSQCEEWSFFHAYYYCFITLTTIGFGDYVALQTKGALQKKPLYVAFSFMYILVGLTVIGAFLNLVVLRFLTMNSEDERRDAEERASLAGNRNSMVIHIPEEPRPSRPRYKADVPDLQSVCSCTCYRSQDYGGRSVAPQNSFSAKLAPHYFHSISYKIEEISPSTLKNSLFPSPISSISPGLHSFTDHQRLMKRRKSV
HDAC3 inhib: human HDAC3 inhibition | inhibition, % at 8.3 µM | 320,000 compounds, 0.15% hits | AID 2718 | recombinant HDAC3, fluorogenic peptide/trypsin coupled, fluorescence | O15379; in the data active = inhibition above about 26%, passing the limit was not always enough; inconclusive = no clear call, values can overlap the other calls
KCNQ1 block: inhibitors of human KCNQ1 potassium channel; B-score at 10 µM; AID 2642; 310,000 compounds, 1.3% hits; CHO-K1 KCNQ1, FluxOR thallium flux fluorescence; active compounds read high; P51787;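 active = compounds whose thallium flux B-score, printed positive for inhibition, exceeds three library SD while starting fluorescence stays within three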;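 also: channel opened by potassium depolarization with thallium stimulus after 20 min compound exposure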
Target sequence (P51787 whole entry, looked up): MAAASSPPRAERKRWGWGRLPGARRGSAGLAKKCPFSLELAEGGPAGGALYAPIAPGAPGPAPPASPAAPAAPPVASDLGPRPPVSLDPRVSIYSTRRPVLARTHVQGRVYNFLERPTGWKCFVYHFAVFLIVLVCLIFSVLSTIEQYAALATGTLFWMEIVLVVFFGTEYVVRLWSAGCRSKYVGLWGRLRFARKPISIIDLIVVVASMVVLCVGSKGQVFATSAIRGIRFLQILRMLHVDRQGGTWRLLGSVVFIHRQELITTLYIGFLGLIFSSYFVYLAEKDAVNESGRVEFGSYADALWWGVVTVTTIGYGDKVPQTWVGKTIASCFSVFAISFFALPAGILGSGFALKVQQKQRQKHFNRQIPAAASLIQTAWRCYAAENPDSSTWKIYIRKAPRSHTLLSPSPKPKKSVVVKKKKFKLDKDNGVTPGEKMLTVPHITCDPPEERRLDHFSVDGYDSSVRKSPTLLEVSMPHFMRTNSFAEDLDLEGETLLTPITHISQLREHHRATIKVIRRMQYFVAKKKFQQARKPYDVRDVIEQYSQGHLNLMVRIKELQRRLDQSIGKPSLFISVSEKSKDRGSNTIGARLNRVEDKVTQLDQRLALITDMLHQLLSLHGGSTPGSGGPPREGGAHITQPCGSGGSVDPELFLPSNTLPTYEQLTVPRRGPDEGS
KCNQ1 act: potentiators or activators of human KCNQ1 potassium channel | 310,000 compounds, 0.35% hits | CHO-K1 KCNQ1, thallium flux FluxOR fluorescence; active compounds read high | B-score at 10 µM | P51787 | AID 2648;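 active = fluorescence ratio B-score, a plate-corrected score, at least three library SD, with initial intensity B-score within 5 SD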
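System: CHO-K1 cells stably expressing KCNQ1 / Medium: assay buffer for compound exposure, DMSO matched across wells / Reagent: thallium- and potassium-containing depolarizing buffer / Compound: one concentration, matched DMSO / Incubation: 20 min compound pretreatment at room temperature / Measured by: kinetic FluxOR fluorescence, 10 s baseline plus 110 s post-stimulus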
TMEM16A act: activates or potentiates the mouse TMEM16A chloride channel; AID 623877; HEK293 TMEM16A/YFP-H148Q/I152L, iodide quench fluorescence; active compounds read low; B-score at 10 µM; 340,000 compounds, 0.3% hits;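 active = fluorescence-ratio B-score plate-corrected deviation score at least 3 library SD below zero, with starting fluorescence score within 5 deviations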;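 also: channel opened by trigger with iodide after compound preincubation; score built on the fluorescence ratio of max minus min over baseline; more negative score means more quench and so TMEM16A activation or potentiation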
An asterisk follows results filed as active; i = inactive; ? = inconclusive; · = no result given.

structure,HDAC3 inhib,ANO1 block,RGS4 block,SKKanGAS inh,KCNQ1 block,KCNQ1 act,hERG rescue,KCNK3 block,KCNK9 block,RGS4 act,TMEM16A act
COc1ccccc1OC(C)c1nnc(SCC(=O)Nc2c(C)n(C)n(-c3ccccc3)c2=O)n1-c1ccccc1 (configuration not stated),-3,i,i,-4,i,i,-7,i,i,i,i
Cc1ccc(-c2c(C(=O)O)c(C(=O)O)c3n2CCC3)cc1,0,i,i,·,i,i,-4,i,i,i,i
CNC(=O)CS(=O)(=O)CC(=O)Nc1cc(OC(C)C)c(Cl)cc1Cl,1,i,i,12,i,i,-6,i,i,i,i
CC(C)(C)OC(=O)N1CCC(c2c(C(=O)N3CCN(C4CCCCC4)CC3)cnn2-c2ccc(F)cc2)CC1,-3,i,i,-3,i,i,-10,i,i,i,i
COC(=O)c1ccc(NC(=O)c2cnc3scc(C)n3c2=O)cc1,6,i,i,1,i,i,-8,·,i,i,·
CN1CCN(S(=O)(=O)c2cc(Cl)c(Cl)cc2Cl)CC1,-6,i,i,4,i,i,-6,i,i,i,i
CCOC(=O)N1CCN(C(=S)NC2CCCC2)CC1,-8,i,i,-7,i,i,-8,i,i,i,i
CS(=O)(=O)N(CC(=O)N1CCOCC1)Cc1ccc(Cl)cc1,0,i,i,-6,i,i,-9,i,i,i,i
Cc1cc(C)cc(OCCNC(=O)C2CCN(S(=O)(=O)c3ccccc3)CC2)c1,2,i,i,14,i,i,-13,i,i,i,i
COc1ccc(-n2ncc3c(N(C)C4CCCCC4)ncnc32)cc1,-2,i,i,13,i,i,-7,i,i,i,i
O=C(Cc1ccc(Cl)cc1)Nc1ccccc1C(=O)N1CCCCC1,-2,i,i,0,i,i,-10,i,i,i,i
CCCC(=O)OCCn1c(Br)nc2c1c(=O)[nH]c(=O)n2C,-1,i,i,-9,i,i,-9,i,i,i,i
O=C(CN1CCCC1)NC(c1ccccc1)c1ccccc1,3,i,i,-2,i,i,-7,i,i,i,i
CS(=O)(=O)N(Cc1nc2sc3c(c2c(=O)[nH]1)CCCC3)C1CCCCC1,-3,i,i,15,i,i,-11,·,i,i,·
O=C(CSc1nc2ccccc2[nH]1)Nc1ccccc1N1CCOCC1,·,i,i,-4,i,i,-13,i,i,i,i
O=C(NCc1cccnc1)Nc1ccccc1F,3,i,i,9,i,i,-11,i,i,i,i
Cc1cc(C)n(CC(O)COc2ccccc2C)n1 (configuration not stated),2,i,i,·,i,i,-9,i,i,i,i
CC(C)NC(=O)COC(=O)c1ccc(O)cc1,8,i,i,1,i,i,-5,i,i,i,i
CCOCc1nnc(NC(=O)CSc2ccc(C)cc2)s1,6,i,i,-3,i,i,-3,i,i,i,i
Cc1cc(C)nc(NS(=O)(=O)c2ccc(NC(=O)Nc3ccccc3)cc2)n1,-1,i,i,-8,i,i,-9,i,i,i,i
COC(=O)CC1=NN(c2ccc(OC)cc2)C(=O)/C1=C\c1ccc(Cl)cc1,7,i,i,5,i,i,-8,i,i,i,i
Cc1nc(N)sc1-c1csc(Nc2cccc(C(=O)O)c2)n1,4,i,i,5,i,i,-8,i,i,i,i
CCCCCC(=O)Nc1ccc(C(=O)COC(=O)c2ccccn2)cc1,·,i,i,4,i,i,-8,i,i,i,i
COc1ccc2[nH]c(=O)c(CN(c3ccc(C)c(C)c3)S(C)(=O)=O)cc2c1,1,i,i,-9,i,i,-6,i,i,i,i
Cc1ccc(S(=O)(=O)Nc2cccc(C(=O)N3CCCC3)c2)cc1F,0,i,i,-7,i,i,-9,i,i,i,i
Cc1ccsc1CN1CCC(C(=O)NCc2ccccc2Cl)CC1,-3,i,i,3,i,i,-13,i,i,i,i
CCOCCCNC(=O)C(NC(=O)CNC(C)=O)c1ccc(Cl)cc1 (configuration not stated),-1,i,i,0,i,i,-5,i,i,i,i
O=C(O)CCCCCNC(=O)CSc1nnc(-c2ccco2)n1-c1ccccc1,-1,i,i,5,i,i,-4,i,i,i,i
CNC(=O)c1c(Cl)cnn1-c1ccccc1,-5,i,i,1,i,i,0,i,i,i,i
CCN(CC)c1nc(N)c2c(N)nc(OC)cc2c1C#N,-4,i,i,2,i,i,-7,i,i,i,i
Cc1cccc2c3nc4ccccc4nc3n(CCCN3C(=O)c4ccccc4C3=O)c12,·,·,i,22,i,i,-5,i,i,i,i
CCN=C1SC(CC(=O)NCCc2ccc(OC)c(OC)c2)C(=O)N1CC (configuration not stated),6,i,i,-4,i,i,-3,i,i,i,i
Cc1c(CC(=O)N2CCC(C(=O)O)CC2)c(=O)oc2cc3c(cc12)CCC1(CCCCC1)O3,-121,i,i,20,i,i,-8,i,i,i,i
CCOC(=O)c1cnc(-n2nc(C)cc2C)nc1NC,-8,i,i,?,i,i,-15,i,i,i,i
O=C(COC(=O)c1cc(=O)c2ccccc2o1)Nc1ccc2ccccc2c1,-2,i,i,-2,i,i,-4,i,i,i,i
O=C(CN1CCN(c2ccccc2)CC1)Nc1ccccc1Cl,0,i,i,-5,i,i,-8,i,i,i,i
O=C(CC1Sc2ncnn2C1=O)Nc1ccc(Cl)cc1 (configuration not stated),-4,i,i,4,i,i,-11,·,i,i,·
CC(C)C(NS(=O)(=O)c1ccc2c(c1)OCCO2)C(=O)NCCc1ccccn1 (configuration not stated),-1,i,i,0,i,i,4,i,i,i,i
CC1=CCC2C(=O)N(CCc3c[nH]c4ccccc34)C(=O)C2C1 (configuration not stated),-5,i,i,2,i,i,-3,i,i,i,i
COC(=O)c1ccc2c(=O)n(CCCCCC(=O)O)c(=O)[nH]c2c1,1,i,i,3,i,i,-10,i,i,i,i
O=C(Nc1ccccc1N1CCCC1)c1ccc([N+](=O)[O-])cc1Cl,-1,i,i,-14,i,i,-12,i,i,i,i
O=C(CCN1C(=O)c2cccnc2C1=O)NC1CCCCCC1,1,i,i,-2,i,i,-6,i,i,i,i
COC(=O)C1(c2ccccc2)NC(c2ccc(O)cc2)C2C(=O)N(c3ccc4c(c3)OCO4)C(=O)C21 (configuration not stated),-2,i,i,-3,i,i,-5,i,i,i,i
Cn1nnc2cc(NC(=O)NCc3ccc4c(c3)OCO4)ccc21,2,i,i,-2,i,i,-5,i,i,i,i
O=C(NCCc1ccccc1)c1cccc2c1C(=O)N(C1CCCCC1)C2,7,i,i,-1,i,i,-2,i,i,i,i
CC1(C)C(=O)Nc2ccccc2N1C(=O)COC(=O)c1cc(S(=O)(=O)N2CCOCC2)ccc1F,1,i,i,5,i,i,-3,i,i,i,i
O=S(=O)(NN1CCOCC1)c1ccc(Br)cc1,6,i,i,-17,i,i,-5,i,i,i,i
Cc1cc(C)c[n+](CC(=O)c2c(C)cc(C)c([N+](=O)[O-])c2C)c1,-6,i,i,0,i,i,-7,i,i,i,i
COc1ccc(-n2nnnc2SCC(=O)Nc2ccccc2N2CCOCC2)cc1OC,1,i,i,-29,i,i,-10,i,i,i,i
Cc1cc(C)nc(N2CCC(C(=O)NCc3ccccc3F)CC2)n1,0,i,i,5,i,i,-9,i,i,i,i

(list continues)
structure,HDAC3 inhib,ANO1 block,RGS4 block,SKKanGAS inh,KCNQ1 block,KCNQ1 act,hERG rescue,KCNK3 block,KCNK9 block,RGS4 act,TMEM16A act
O=C(NCCN1Cc2ccccc2C1=O)c1cccs1,7,i,i,-9,i,i,-4,i,i,i,i
CCOc1cc(/C=N/N=C/c2ccc(O)c(OCC)c2)ccc1O,2,i,i,2,i,i,-2,i,i,i,i
O=C(Cc1c[nH]c2ccccc12)NCc1cccs1,2,i,i,1,i,i,-9,i,i,i,i
CCOC(=O)C1=C(Cc2ccc(Cl)cc2)C(=O)c2ccccc2C1=O,2,i,i,21,10*,i,-8,i,i,-9.3*,i
C=CCSC1=C(C#N)C(c2cc(Br)c(O)c(OC)c2)CC(=O)N1 (configuration not stated),3,i,i,-3,i,i,0,i,i,i,i
O=[N+]([O-])c1ccc(/C=N/Nc2ncc(Br)cn2)cc1,0,i,i,-3,i,i,-4,i,i,i,i
O=C(c1ccco1)N1CCN(S(=O)(=O)c2ccc3c(c2)OCCO3)CC1,12,i,i,-7,i,i,-8,i,i,i,i
Cc1ccc(Sc2c([N+](=O)[O-])c(C)nn2C)cc1,-2,i,i,0,i,i,-3,i,i,i,i
CCC(=O)Nc1ccc(C(=O)N/N=C/c2cccnc2)cc1,8,i,i,-10,i,i,0,i,i,i,i
O=C(CSc1nc(-c2ccccc2)nc2ccc(F)cc12)Nc1cccc(C(=O)O)c1,·,i,i,45,i,i,-3,i,i,i,i
Cc1ccccc1NS(=O)(=O)c1ccc(C)c(NS(C)(=O)=O)c1C,-4,i,i,-19,i,i,-2,i,i,i,i
Cc1cc(C)cc(NC(=O)NCC2CCN(Cc3cc(C)ccc3C)CC2)c1,1,i,i,2,i,i,-9,i,i,i,i
COCCn1c(SCC(=O)N2CCCc3ccccc32)nc2ccccc2c1=O,-1,i,i,-6,i,i,-18,i,i,i,i
COCC(COS(N)(=O)=O)C(C)C (configuration not stated),9,i,i,1,i,i,-4,i,i,i,i
CC1=C(C(=O)Nc2ccccn2)C(c2ccccc2)n2ncnc2N1 (configuration not stated),2,i,i,-5,i,i,0,i,i,i,i
Cc1ccc(S(=O)(=O)N2CCCC(C(=O)NCCc3ccc(S(N)(=O)=O)cc3)C2)cc1 (configuration not stated),5,i,i,14,i,i,-11,i,i,i,i
CC1(C)Cc2c(c(N3CCOCC3)nc3sc4c(NCc5ccccc5)nnnc4c23)CS1,1,i,i,14,i,i,-11,i,i,i,i

Compound profiles (already shown). Order of values: HDAC3 inhib, ANO1 block, RGS4 block, SKKanGAS inh, KCNQ1 block, KCNQ1 act, hERG rescue, KCNK3 block, KCNK9 block, RGS4 act, TMEM16A act
Record of CC1(C)Cc2c(c(N3CCOCC3)nc3sc4c(NCc5ccccc5)nnnc4c23)CS1 = 1, i, i, 14, i, i, -11, i, i, i, i
Record of COCC(COS(N)(=O)=O)C(C)C (configuration not stated) = 9, i, i, 1, i, i, -4, i, i, i, i

Assay outcomes (PubChem BioAssay)
